Pf apPOL block = Pf-apPOL inhibitors, biochemical, fluorescence; Recombinant Pf-apPOL, molecular beacon fluorescence, 1.5 h; Plasmodium falciparum apicoplast DNA polymerase (apPOL); 0.25% of 210,000 active; inhibition, % at 10 µM
mHTT-CaM PPI inh = mutant huntingtin-calmodulin interaction inhibitors – biochemical, AlphaScreen, primary screen | P42858 | AlphaScreen His-mHTT/GST-CaM binding, luminescence | inhibition, % at 15 µM | 3.6% of 190,000 active;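 also: 0% = both proteins with DMSO and 100% = one protein alone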
Target sequence (P42858 whole entry, looked up, stated change not applied): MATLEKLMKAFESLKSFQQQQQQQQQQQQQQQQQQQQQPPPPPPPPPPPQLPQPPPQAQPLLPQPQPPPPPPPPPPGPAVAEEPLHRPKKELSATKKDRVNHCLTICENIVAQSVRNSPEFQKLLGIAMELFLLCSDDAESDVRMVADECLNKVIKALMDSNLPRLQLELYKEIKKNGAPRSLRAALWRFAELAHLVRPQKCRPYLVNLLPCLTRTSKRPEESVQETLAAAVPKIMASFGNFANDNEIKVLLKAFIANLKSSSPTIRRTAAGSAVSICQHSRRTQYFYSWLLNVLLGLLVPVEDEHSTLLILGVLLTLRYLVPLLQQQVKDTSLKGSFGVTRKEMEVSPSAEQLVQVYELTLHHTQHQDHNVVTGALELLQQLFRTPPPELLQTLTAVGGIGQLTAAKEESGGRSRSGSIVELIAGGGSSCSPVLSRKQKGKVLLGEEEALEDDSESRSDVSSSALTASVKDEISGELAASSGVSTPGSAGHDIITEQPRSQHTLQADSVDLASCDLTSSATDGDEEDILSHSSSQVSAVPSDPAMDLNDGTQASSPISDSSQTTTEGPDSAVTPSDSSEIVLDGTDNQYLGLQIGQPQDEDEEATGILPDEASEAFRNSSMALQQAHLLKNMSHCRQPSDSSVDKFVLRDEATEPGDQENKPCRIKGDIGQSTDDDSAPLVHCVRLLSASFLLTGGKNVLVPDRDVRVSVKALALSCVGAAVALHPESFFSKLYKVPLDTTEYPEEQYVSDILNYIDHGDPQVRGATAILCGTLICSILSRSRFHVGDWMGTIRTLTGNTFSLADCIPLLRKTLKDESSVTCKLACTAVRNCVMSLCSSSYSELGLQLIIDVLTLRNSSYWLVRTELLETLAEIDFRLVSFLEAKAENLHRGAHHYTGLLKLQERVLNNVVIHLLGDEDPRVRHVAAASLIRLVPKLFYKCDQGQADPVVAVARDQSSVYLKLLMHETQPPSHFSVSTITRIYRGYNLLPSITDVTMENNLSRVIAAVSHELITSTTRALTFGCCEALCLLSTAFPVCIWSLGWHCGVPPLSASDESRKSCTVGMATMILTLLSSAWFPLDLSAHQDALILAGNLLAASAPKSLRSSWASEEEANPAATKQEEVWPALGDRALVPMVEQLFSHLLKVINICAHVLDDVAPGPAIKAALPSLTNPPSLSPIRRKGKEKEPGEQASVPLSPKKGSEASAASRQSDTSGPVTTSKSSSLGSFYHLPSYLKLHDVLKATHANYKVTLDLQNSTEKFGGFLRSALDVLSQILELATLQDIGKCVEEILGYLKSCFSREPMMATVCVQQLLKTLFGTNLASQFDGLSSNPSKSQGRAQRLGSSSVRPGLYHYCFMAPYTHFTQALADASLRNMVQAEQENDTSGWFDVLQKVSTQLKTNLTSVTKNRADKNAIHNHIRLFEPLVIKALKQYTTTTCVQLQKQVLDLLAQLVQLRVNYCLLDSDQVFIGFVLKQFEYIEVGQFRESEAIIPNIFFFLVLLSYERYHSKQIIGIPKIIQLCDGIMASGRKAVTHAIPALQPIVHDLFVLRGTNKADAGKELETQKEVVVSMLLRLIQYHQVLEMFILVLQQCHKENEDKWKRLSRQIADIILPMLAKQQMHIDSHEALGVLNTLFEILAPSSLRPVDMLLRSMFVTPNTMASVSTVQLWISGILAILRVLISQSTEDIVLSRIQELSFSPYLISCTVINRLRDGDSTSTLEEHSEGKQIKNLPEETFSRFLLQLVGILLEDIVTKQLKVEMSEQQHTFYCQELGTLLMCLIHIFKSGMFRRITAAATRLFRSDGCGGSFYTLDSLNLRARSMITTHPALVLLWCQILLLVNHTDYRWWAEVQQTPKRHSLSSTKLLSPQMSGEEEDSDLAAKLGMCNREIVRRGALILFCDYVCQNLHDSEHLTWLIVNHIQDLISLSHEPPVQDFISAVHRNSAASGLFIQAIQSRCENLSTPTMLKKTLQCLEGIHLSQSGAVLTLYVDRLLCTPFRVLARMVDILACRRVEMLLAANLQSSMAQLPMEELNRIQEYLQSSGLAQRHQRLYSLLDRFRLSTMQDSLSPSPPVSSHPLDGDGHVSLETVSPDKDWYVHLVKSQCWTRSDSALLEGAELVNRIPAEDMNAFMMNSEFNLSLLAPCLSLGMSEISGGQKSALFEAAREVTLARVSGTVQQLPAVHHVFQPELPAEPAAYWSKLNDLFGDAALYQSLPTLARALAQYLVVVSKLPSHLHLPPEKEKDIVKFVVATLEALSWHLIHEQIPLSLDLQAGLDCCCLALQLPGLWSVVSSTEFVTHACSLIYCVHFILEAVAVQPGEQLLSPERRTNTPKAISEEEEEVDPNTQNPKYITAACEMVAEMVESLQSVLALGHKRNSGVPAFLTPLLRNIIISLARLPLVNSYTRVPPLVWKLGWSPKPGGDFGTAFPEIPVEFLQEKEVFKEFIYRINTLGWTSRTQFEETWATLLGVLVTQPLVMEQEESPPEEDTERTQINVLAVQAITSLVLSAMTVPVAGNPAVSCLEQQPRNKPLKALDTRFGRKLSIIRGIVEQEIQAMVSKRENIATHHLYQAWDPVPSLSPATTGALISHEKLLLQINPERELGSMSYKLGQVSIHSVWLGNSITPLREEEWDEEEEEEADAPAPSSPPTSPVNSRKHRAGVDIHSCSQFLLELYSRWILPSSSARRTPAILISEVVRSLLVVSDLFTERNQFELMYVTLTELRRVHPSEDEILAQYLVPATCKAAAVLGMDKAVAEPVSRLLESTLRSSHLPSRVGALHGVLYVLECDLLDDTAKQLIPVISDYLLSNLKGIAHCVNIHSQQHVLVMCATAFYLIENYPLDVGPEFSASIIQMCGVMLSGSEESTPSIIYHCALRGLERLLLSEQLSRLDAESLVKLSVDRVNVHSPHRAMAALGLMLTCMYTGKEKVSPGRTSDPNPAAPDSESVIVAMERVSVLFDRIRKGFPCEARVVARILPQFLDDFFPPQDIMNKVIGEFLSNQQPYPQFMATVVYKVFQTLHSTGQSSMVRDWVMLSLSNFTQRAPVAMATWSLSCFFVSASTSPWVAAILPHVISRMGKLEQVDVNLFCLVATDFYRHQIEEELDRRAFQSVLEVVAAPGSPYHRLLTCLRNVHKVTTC
The depositor's hits bear a star; / = no result given; & = joins results of further samples. Rule as the data show it: active = inhibition above about 50%; inactive = the rest.

SMILES	Pf apPOL block	mHTT-CaM PPI inh
CS(=O)(=O)N(CC(=O)Nc1ccc2c(c1)OCO2)c1cccc([N+](=O)[O-])c1	-8	18
COc1ccc(OC)c(NC=C2C(=O)OC3(CCCCC3)OC2=O)c1	-5&2	-8&-12
CCCN(C)C(=O)C1CCCN(c2nccc3sccc23)C1 (stereo unspecified)	-13	1
COCCn1c(C2CCN(S(=O)(=O)c3ccc(C)c(Cl)c3)C2)nc2ccncc21 (stereo unspecified)	0	8
Cc1cc(Cl)ccc1S(=O)(=O)n1nnc2ccccc21	-2	-3
COc1ccc(NC(=O)C2CCc3nc(N4CCOCC4)ncc3C2)cc1F (stereo unspecified)	-6	4
O=C(O)CSc1ccc(Cc2ccc(SCC(=O)O)cc2)cc1	-3	-3
O=C(Nc1cccc(Cl)c1)c1cc(S(=O)(=O)NCCC2=CCCCC2)ccc1F	-3	24
CC(C)C(=O)N1CC(c2nc(-c3ccc(F)cc3)no2)C2(CCOCC2)C1 (stereo unspecified)	-2	-3
Cc1ccc(C2CC(=O)C3=C(C2)Nc2ccccc2NC3c2cc3c(cc2Cl)OCO3)cc1 (stereo unspecified)	-2	19
COc1ccc2[nH]c(C(=O)Nc3ccc(I)cc3F)cc2c1	-2	/
O=C1COc2ccc(Cl)cc2N1Cc1nc(-c2ccc(F)cc2)no1	0	-29
c1ccc(-c2n[nH]c(C3CCCN3C3CCCC3)n2)cc1 (stereo unspecified)	-4	5
O=C(COc1ccc([N+](=O)[O-])cc1)Nc1cccc(NC(=O)c2cccs2)c1	-3	10
O=C(O)c1nccnc1C(=O)N1CCCN(c2c(Cl)cncc2Cl)CC1	-3	/
O=C(Nc1ccccc1I)c1sc2ccccc2c1Cl	-31	-5
CCOC(=O)c1c(C(C)(C)C)oc2cc(Br)c(O)cc12	21	7
CC(=NCCc1ccccc1)C1CCOC1=O (stereo unspecified)	-10	/
Cc1ccc(CNC(=O)Cn2nc(N3CCCCCC3)c3ccccc3c2=O)cc1	-3	-2
CCOc1cc2c(c([N+](=O)[O-])c1)NC(c1ccc(Cl)cc1)C1CC=CC21 (stereo unspecified)	-1	41
Cc1ccc(NC(=O)C23CCC(C)(C(=O)C2)C3(C)C)c(C)c1 (stereo unspecified)	-2	-2
COc1cccc(COc2coc(C(=O)NCc3ccco3)cc2=O)c1	-3	-13
O=C(c1cc2c(s1)CCC(C(=O)N1CCN(C3CCCCC3)CC1)C2)N1CCCCC1 (stereo unspecified)	-3	-5
Cc1nn(Cc2ccc(C(=O)Nc3ccc(C(=O)O)cc3)o2)c(C)c1Cl	-17	7
CCc1nc(-c2c(C)cc(C)nc2NC(=O)c2ccccc2C)no1	0	-7
O=c1[nH]c(-c2ccc(Br)cc2)cn1-c1cccc(C(F)(F)F)c1	-6	41
CCOCC(=O)N1CC(c2nc(-c3ccccc3)no2)C2(CCOCC2)C1 (stereo unspecified)	-3	2
O=S(=O)(c1ccc(Br)cc1)N1CCCC1	/	-10
CCc1c(C2CCN(C(=O)c3ccc(OC)nc3)CC2)noc1N	-2	-8
c1cc(-c2nc3ccccc3[nH]2)nc(-c2nc3ccccc3[nH]2)c1	24&-9	78*
CCOC(=O)C(C#N)=C1NC=CC=C1OC(C)=O	4&-3	/
C=CCCN(C(CC(C)C)C(=O)OC)S(=O)(=O)c1cc(Br)ccc1Br (stereo unspecified)	1	-41
CCOC(=O)N1CCN(C(=O)c2cc(-c3ccco3)on2)CC1	-7	-3
COc1ccc(C(=O)c2c(N)sc3c2CCN(C(=O)OC(C)(C)C)C3)cc1	-4&-22	/
COc1ccc(OC)c(C2SCCN2C(=O)c2cc3cc(Br)ccc3oc2=O)c1 (stereo unspecified)	-2	21
COC(=O)C(C(C)C)N1CC(=O)c2ccccc2S1(=O)=O (stereo unspecified)	-4	-6
O=C(NCc1ccccc1Br)C1CCN(c2nc3cccnc3s2)CC1	-7	-4
COc1ccc(-c2ccc(CN3C(CC(C)C)C(=O)N(Cc4cn(Cc5ccco5)nn4)CCS3(=O)=O)cc2)cc1 (stereo unspecified)	-2	32
COc1ccc(N2CC(C(=O)Nc3ccccc3C(F)(F)F)CC2=O)cc1 (stereo unspecified)	3	8
O=C(NCc1ccccn1)C1CCN(CC2CC=CCC2)CC1 (stereo unspecified)	4	0
Cc1ccnc(N2CCCC(C(=O)NCc3cccc(Br)c3)C2)n1 (stereo unspecified)	6	-15
CCn1c2ccccc2c2cc(NC(=O)Cc3ccccc3[N+](=O)[O-])ccc21	2	-2
Cc1ccc(C(=O)Nc2ccc(N3CCN(C(=O)C4CCCC4)CC3)nc2)cc1	-4	24
CC1CC(=O)C2=C(C1)OC(N)=C(C#N)C2c1ccccc1F (stereo unspecified)	-2	-7
CC(C)C(=O)N1CCC(CCOc2ccc(F)cc2)CC1	-1	-4
CN1CCN(C(=O)c2ccc3c(c2)CCC(=O)N3C)CC1	0	-7
Cc1nc(N)[nH]c(=O)c1CCC(C)C	4&1	/
Cc1ccc(C=C2Oc3c(ccc(O)c3CN3CCCC3)C2=O)o1	9	12
CN1C(=CC=Cc2cc[n+](CCO)c3ccccc23)Sc2ccccc21	78*	95*
Cc1ccc(C2=NC3(CCN(CC(=O)Nc4cccc(Cl)c4)CC3)NC2=O)cc1	3	20

Next part:
SMILES	Pf apPOL block	mHTT-CaM PPI inh
O=C(CC1Nc2ccccc2NC1=O)Nc1ccc(SC(F)F)cc1 (stereo unspecified)	-1&-2	-17&-6
CCc1ccccc1N1C=C(C#N)S(=O)(=O)c2cc(F)ccc21	-1	-7
O=C(Cc1ccccc1)NCCS(=O)(=O)O	-12	-8
Cn1nc(C(=O)NCc2ccc3c(c2)OCO3)c2c1CCN(C(=O)Cc1cccs1)C2	-5	54*
O=C(Nc1ccc2c(c1)CCC2)C1CCc2nc(N3CCOCC3)ncc2C1 (stereo unspecified)	2	-2
CC12CCC(O)CC1=CCC1C2CCC2(C)C(=NNC(=O)CCC(=O)O)CCC12 (stereo unspecified)	-4	-3
COc1ccc(C(=O)NCC2(c3ccccc3)CCCC2)cc1OC	6	2
O=C(CN1C(=O)c2ccccc2C1=O)N1CC=C(c2ccccc2)CC1	-4	/
COc1ccc2sc(C)nc2c1	-4	0
Clc1ccc(Cc2nc(-c3ccccn3)no2)cc1	4	-7

A draw from above in order of heavy-atom count, high to low.
SMILES	Pf apPOL block	mHTT-CaM PPI inh
Cn1nc(C(=O)NCc2ccc3c(c2)OCO3)c2c1CCN(C(=O)Cc1cccs1)C2	-5	54*
Cc1ccc(C(=O)Nc2ccc(N3CCN(C(=O)C4CCCC4)CC3)nc2)cc1	-4	24
O=C(Nc1ccc2c(c1)CCC2)C1CCc2nc(N3CCOCC3)ncc2C1 (stereo unspecified)	2	-2
COc1ccc(N2CC(C(=O)Nc3ccccc3C(F)(F)F)CC2=O)cc1 (stereo unspecified)	3	8
O=C(CN1C(=O)c2ccccc2C1=O)N1CC=C(c2ccccc2)CC1	-4	/
COc1ccc(C(=O)NCC2(c3ccccc3)CCCC2)cc1OC	6	2
Cc1ccc(C=C2Oc3c(ccc(O)c3CN3CCCC3)C2=O)o1	9	12
O=C(NCc1ccccn1)C1CCN(CC2CC=CCC2)CC1 (stereo unspecified)	4	0
CC1CC(=O)C2=C(C1)OC(N)=C(C#N)C2c1ccccc1F (stereo unspecified)	-2	-7
CC(C)C(=O)N1CCC(CCOc2ccc(F)cc2)CC1	-1	-4
Clc1ccc(Cc2nc(-c3ccccn3)no2)cc1	4	-7
O=C(Cc1ccccc1)NCCS(=O)(=O)O	-12	-8
Cc1nc(N)[nH]c(=O)c1CCC(C)C	4&1	/
COc1ccc2sc(C)nc2c1	-4	0

Other structures:
SMILES	Pf apPOL block	mHTT-CaM PPI inh
O=S(=O)(N[C@H](CO)c1ccccc1)c1ccc(Br)cc1F	0	-3
CN(C(=O)c1ccc(C(C)(C)C)cc1)C1CCS(=O)(=O)C1 (stereo unspecified)	-5	1
O=[N+]([O-])c1c(Oc2ccc(Cl)cc2)ccc2nsnc12	14	14
CCCNC(=O)C1CC(c2ccccc2F)=NO1 (stereo unspecified)	-5	-6
CCCCCCOc1ccc(C2CCC(CCCCC)CC2)cc1 (stereo unspecified)	0	-6
COc1ccc(/C=C2/C(=O)N(c3ccc(C(=O)O)cc3)N=C2C)cc1[N+](=O)[O-]	-6	3
O=C(NCC1CC1)C1CCN(c2ncccc2-c2nc(-c3ccccc3)no2)CC1	5	3
C[C@H]1[C@@H](N(Cc2ccccc2)Cc2ccccc2)CC[C@@]23CCCN2C(=O)CCC[C@@H]13	-4	28
Cc1ccc(-n2c(O)cnc2Nc2nc(C)cc(C)n2)cc1	24	2
COc1ccc(N=c2oc3c(C)ncc(CO)c3cc2C(=O)Nc2cccc(C)c2)cc1OC	2	-2
CC(C)CC(=O)NCCc1nc2ccccc2c(=O)[nH]1	1	-7
COc1ccc(-c2noc(C3CCCN3C(=O)c3ccnn3C)n2)cc1 (stereo unspecified)	0	4
CCS(=O)(=O)NCC1CCN(C(=O)COc2ccccc2)CC1	-6	-9
O=C1CSC(c2cccs2)N1c1ccccc1F (stereo unspecified)	-6	-5
CCC(CC)C(=O)Nc1c2c(nn1-c1ccc(C)cc1)CSC2	-5	-1
Cc1ccc(C(C(=O)Nc2ccc(C(C)C)cc2)N(C)C(=O)c2cnccn2)cc1 (stereo unspecified)	-7	20
Cc1ccccc1OCCCC(=O)NC1CCCC1	1	-4
COc1ccccc1CN1CCCC1c1c(C)noc1C (stereo unspecified)	-8	-3
Cc1nc(-c2cccs2)sc1C(=O)NCCCn1ncccc1=O	-10	-14
O=C(Nc1cc(=O)c2ccccc2o1)N1CCOCC1	-11	0
O=C(NC1CCCCCC1)C1CCCN(c2ncc(-c3ccccc3)cn2)C1 (stereo unspecified)	1	-4
CC1CCCCN1CC(O)COc1ccc(C23CC4CC(CC(C4)C2)C3)cc1 (stereo unspecified)	0	100*
O=C1CCC[C@H]2C[C@H](NCCc3ccncc3)CC[C@]23CCCN13	-8	77*
S=C1NC(c2ccc(Br)cc2)=CC(c2ccccc2Cl)N1 (stereo unspecified)	/	40
CCc1ccc(C=C2Oc3cc(OC)ccc3C2=O)cc1	1	-23
O=C(CSc1nnc(-c2ccccc2Cl)n1-c1ccccc1)Nc1ccccc1Cl	-2	3
O=C(c1ccc(I)cc1)N1CCN(c2ccccc2)CC1	0	7
Cc1cc(=O)oc(C)c1C(=O)Nc1ccccc1C(=O)N1CCCCC1	-12	0
COc1cccc(C=C2Oc3c(CN4CCN(C)CC4)c(O)cc(C)c3C2=O)c1	-4	0
O=C(NCc1cccnc1)C(=O)Nc1ccc(Cl)c(Cl)c1	-1	3

Five of the compounds above, with values under each structure.
Second line of a record – Pf apPOL block, mHTT-CaM PPI inh
O=C(NC1CCCCCC1)C1CCCN(c2ncc(-c3ccccc3)cn2)C1 (stereo unspecified)
 : 1, -4
CC12CCC(O)CC1=CCC1C2CCC2(C)C(=NNC(=O)CCC(=O)O)CCC12 (stereo unspecified)
 : -4, -3
COCCn1c(C2CCN(S(=O)(=O)c3ccc(C)c(Cl)c3)C2)nc2ccncc21 (stereo unspecified)
 : 0, 8
Cc1nc(-c2cccs2)sc1C(=O)NCCCn1ncccc1=O
 : -10, -14
CC1CC(=O)C2=C(C1)OC(N)=C(C#N)C2c1ccccc1F (stereo unspecified)
 : -2, -7

Next section:
SMILES	Pf apPOL block	mHTT-CaM PPI inh
O=C(CSc1nccc2ccccc12)Nc1ccccc1C(F)(F)F	-4	-20
COCCCNc1nc(-c2ccc(C(C)(C)C)cc2)nc2ccccc12	-5	-8
CCCC(C)C(=O)N1CCN(c2nc3ccccc3n(C)c2=O)CC1 (stereo unspecified)	-5	-6
Cc1ccc(C(=O)Nc2ccc(Cl)cn2)cc1S(=O)(=O)N1CCCCC1	-4	-3
CCCc1cc(=O)n2[nH]c(-c3ccc(Br)cc3)cc2n1	-11	2
O=C(Cc1ccsc1)N1CCn2cnnc2C1	0	0
COc1ccc(N2CCN(C(=O)C3CCCN(c4nnc5cccc(C)n45)C3)CC2)cc1 (stereo unspecified)	-8	13
CC(=O)N1CCC2(O)CCCCC2C1c1ccccc1 (stereo unspecified)	0&-2	-6&-2
Cc1cccc(Cn2c(C(C)O)nc3ccccc32)c1 (stereo unspecified)	0	2
COc1ccc2oc(=Nc3cccc(C(N)=O)c3)c(C(N)=O)cc2c1	-7	24
CCCn1c(=N)c(C(N)=O)cc2c(=O)n3cccc(C)c3nc21	-10	0
COc1ccc(C2CN(C(=O)c3ccccc3)CC2C(=O)N2CCCC2)c(OC)c1 (stereo unspecified)	0	3
COc1ccc(CN2CCc3nc(N4CCOCC4)ncc3C2)c(OC)c1	2	38
CC(=O)N1N=C(c2ccc(Br)cc2)CC1c1ccc([N+](=O)[O-])cc1 (stereo unspecified)	2	-2
Cc1cccc(C)c1NC(=O)CCCSc1nnnn1-c1ccccc1	-2	-18
Cc1cc(C)cc(C(=O)Nc2cccn3nc(C(C)C)nc23)c1	2	-16
Brc1ccc(-n2cnnn2)c2ncccc12	-6	-5&-5
S=C(NCCc1ccccc1)N1CCOCC1	-11	/
COc1ccc(C2Nc3ccccc3NC3=C2C(=O)CC(C)(C)C3)c(OC)c1OC (stereo unspecified)	12	3
COc1cccc(/C=c2\sc3nnc(-c4ccccc4C)n3c2=O)c1OC	-4	-1
CCCC1CCC(C2=N/C(=C/c3ccc(OC)c(OC)c3)C(=O)O2)CC1 (stereo unspecified)	-1	-4
O=c1cc(CO)occ1OCc1ccccc1	0	-1
Cc1ccc(-c2cncc(C(=O)Nc3ccc(N4CCOCC4)cc3)c2)cc1	0	0
O=C(c1cc(-c2ccccc2)n[nH]1)N1CCc2c(nc3cc[nH]n3c2=O)C1	-2	-6
CC1CCCC(NC(=O)c2cn(C)c(=O)c3c2c2ccccc2n3C)C1C (stereo unspecified)	-10	1
CSc1ccccc1NC(=O)C1CN(C(=O)COc2ccccc2F)C1	13	-4
Cc1cccc(C(=O)NC(NC2CCS(=O)(=O)C2)C(Cl)(Cl)Cl)c1 (stereo unspecified)	-7	-4
CCCCOc1ccc(O)c(C(C)=O)c1	-2	-1
CCN1C(=O)c2cccnc2Sc2cc(NC(=O)c3ccc(C)c(F)c3)ccc21	-5	14
O=c1c(-c2ccc(O)cc2)coc2cc(O)ccc12	-15	/
Cc1cc(C(F)(F)Cl)n2nc(-c3ccccc3)cc2n1	3	0

From PubChem
